# Screens (PubChem BioAssay)
# pPAFAH inh: inhibitors of human plasma PAF acetylhydrolase (pPAFAH). hit rate 1.5% among 330,000. Q13093. inhibition, % at 3.39 µM. recombinant pPAFAH, FP-rhodamine probe fluorescence polarization. AID 463082;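 active means inhibition above the mean inhibition across the screen plus 3 SD, cut at about 25% in these data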;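 further: inhibitors block binding of the rhodamine activity-based probe so polarization drops; 0% = enzyme with DMSO and 100% = wells lacking pPAFAH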
# PAFAH1B2 FP inh: inhibitors of human PAFAH1B2. recombinant PAFAH1B2, FP-rhodamine activity probe, fluorescence polarization. P68402. AID 492953. inhibition, % at 3.39 µM. hit rate 1.2% among 340,000;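 active means inhibition above the mean of all tested compounds plus 3 SD, cut at about 24% in these data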;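 further: 0% = enzyme with DMSO and 100% = wells lacking PAFAH1B2; many of its hits are not listed in these tables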
# GSTO1 counter: GSTO1 inhibition, counter-screen for RBBP9 inhibitors | P78417 | recombinant GSTO1, activity-based probe fluorescence polarization | inhibition, % at 5.96 µM | hit rate 1.1% among 300,000 | AID 1974;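 active means inhibition above the campaign mean inhibition plus 3 SD, cut at about 35% in these data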;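 further: 0% = GSTO1-1 with DMSO and 100% = wells lacking GSTO1-1 enzyme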
# LYPLA2 inh: blocks human lysophospholipase 2, a PME1 counter-screen; AID 2177; hit rate 0.38% among 320,000; recombinant LYPLA2, FP-Rh probe fluorescence polarization; inhibition, % at 5.9 µM;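 active means inhibition above the screen-wide mean plus 3 SD, limit set per campaign, cut at about 26% in these data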;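 further: 0% = LYPLA2 with DMSO and 100% = wells lacking LYPLA2 enzyme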
# Target sequence (O95372 whole entry, looked up): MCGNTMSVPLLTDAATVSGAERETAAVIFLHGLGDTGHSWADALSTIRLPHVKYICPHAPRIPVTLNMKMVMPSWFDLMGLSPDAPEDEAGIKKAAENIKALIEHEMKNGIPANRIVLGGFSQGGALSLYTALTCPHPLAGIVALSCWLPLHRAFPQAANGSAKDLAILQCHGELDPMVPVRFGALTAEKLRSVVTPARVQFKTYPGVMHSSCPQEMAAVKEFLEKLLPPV
# PME-1 primary: blocks human protein phosphatase methylesterase 1; Q9Y570; recombinant PME-1, FP-Rh probe fluorescence polarization; inhibition, % at 5.9 µM; hit rate 0.53% among 320,000;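 active means inhibition above the campaign mean of all compounds plus 3 SD, cut at about 26% in these data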;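 further: competitive labeling of PME-1 active site by serine hydrolase directed probe; 0% = PME-1 with DMSO and 100% = wells lacking PME-1 enzyme; inhibitors block probe labeling so polarization falls and inhibition rises; many of its hits are not listed in these tables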
# Target sequence (Q9Y570 whole entry, looked up): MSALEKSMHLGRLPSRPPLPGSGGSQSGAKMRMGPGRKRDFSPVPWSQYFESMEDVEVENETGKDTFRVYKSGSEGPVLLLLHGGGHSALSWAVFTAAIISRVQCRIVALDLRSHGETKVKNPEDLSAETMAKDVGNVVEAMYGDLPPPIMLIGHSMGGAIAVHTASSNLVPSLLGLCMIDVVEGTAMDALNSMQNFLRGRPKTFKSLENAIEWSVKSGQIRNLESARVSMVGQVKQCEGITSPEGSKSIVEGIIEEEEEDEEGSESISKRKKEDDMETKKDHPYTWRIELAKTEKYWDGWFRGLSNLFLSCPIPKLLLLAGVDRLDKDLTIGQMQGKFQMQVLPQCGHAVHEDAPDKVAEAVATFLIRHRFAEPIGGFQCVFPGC
# LYPLA1 inh: blocks human lysophospholipase 1, a PME1 counter-screen | O75608 | AID 2174 | inhibition, % at 5.9 µM | recombinant LYPLA1, FP-Rh probe fluorescence polarization | hit rate 0.16% among 320,000;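 active means inhibition above the mean of all tested compounds plus 3 SD, set per campaign, cut at about 14% in these data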;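 further: inhibitors block serine hydrolase probe labeling of LYPLA1 so polarization falls; 0% = enzyme with DMSO and 100% = wells lacking LYPLA1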
# Target sequence (O75608 whole entry, looked up): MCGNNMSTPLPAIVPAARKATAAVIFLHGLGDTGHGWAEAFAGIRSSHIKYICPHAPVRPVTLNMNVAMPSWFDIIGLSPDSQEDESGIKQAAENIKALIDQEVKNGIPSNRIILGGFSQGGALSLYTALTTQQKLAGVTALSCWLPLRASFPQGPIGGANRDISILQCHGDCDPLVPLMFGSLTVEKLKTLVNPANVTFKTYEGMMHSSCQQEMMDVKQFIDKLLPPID
# PAFAH2 inh: inhibitors of human PAFAH2. Q99487. recombinant PAFAH2, FP-rhodamine activity probe, fluorescence polarization. inhibition, % at 3.39 µM. hit rate 0.99% among 340,000;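 active means inhibition above the mean over all tested compounds plus 3 SD, cut at about 30% in these data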;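 further: inhibitors block probe labeling of enzyme so polarization drops; 0% = enzyme with DMSO and 100% = wells lacking PAFAH2 protein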
# PAD4 FP inh: blocks human protein arginine deiminase 4; Q9UM07; recombinant PAD4, RCA probe fluorescence polarization; inhibition, % at 6.36 µM; hit rate 0.41% among 330,000;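 active means percent inhibition above a cutoff equal to the mean of all tested compounds plus 3 SD, cut at about 15% in these data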;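 further: 0% = PAD4 with RCA probe and DMSO and 100% = probe without PAD4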
# PAFAH1B3 inh: PAFAH1B3 (human) inhibition | Q15102 | recombinant PAFAH1B3, FP-rhodamine probe, fluorescence polarization | inhibition, % at 3.39 µM | hit rate 0.28% among 340,000;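 active means inhibition above the screen-wide average of all tested compounds plus 3 SD, cut at about 25% in these data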;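 further: 0% = enzyme with DMSO only and 100% = wells lacking PAFAH1B3 protein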
# The depositor's hits bear a star; / = not tested or not shown.
SMILES,pPAFAH inh,PAFAH1B2 FP inh,GSTO1 counter,LYPLA2 inh,PME-1 primary,LYPLA1 inh,PAFAH2 inh,PAD4 FP inh,PAFAH1B3 inh
COc1cc(CCC(=O)N2CCN(c3ccccc3)CC2)cc(OC)c1OC,2,-1,6,1,-5,1,-9,-2,-3
CC(C)C1N=C2c3ccccc3N=C(SCc3cc(=O)n4cc(Cl)ccc4n3)N2C1=O (configuration not stated),-4,5,16,-2,-4,2,-5,-4,3
COc1ccc(NC(=O)CC2C(=O)N(c3cccc(C)c3)C(=O)N2C2CCCCC2)cc1 (configuration not stated),-4,5,4,-10,-2,-3,3,0,4
COc1ccc(N2CCN(C(=O)C3CCCN(c4ncnc5c4nc4n5CCCCC4)C3)CC2)cc1 (configuration not stated),-2,0,10,-9,-3,-3,8,-1,1
Cc1cc(NC(=O)NC2(C(F)(F)F)Oc3ccc(Cl)cc3O2)no1 (configuration not stated),3,6,22,-2,-2,0,5,0,8
COc1ccc(CN2CCC(C(=O)c3ccc(F)cc3)CC2)cc1,5,0,1,7,2,1,-5,3,6
Cn1nc(C(=O)NCc2ccc(Cl)cc2)c2c1-c1ccccc1S(=O)(=O)C2,4,11,2,9,-2,0,6,2,0
O=C(CN1C(=O)c2ccccc2S1(=O)=O)Nc1ccccc1C(=O)NCc1ccco1,4,0,-6,-1,3,-1,9,-2,-1
O=C(CSc1nc2ccccc2[nH]1)NCCc1ccc(Cl)cc1,1,19,7,8,-8,3,-5,0,11
CC1(C)Cc2cccc(OCC(=O)OCc3nnc(-c4ccccc4)o3)c2O1,3,7,/,6,3,2,0,1,5
CCCc1cc(-c2ccc(O)c(OCC)c2)c(C#N)c(N)n1,2,1,-11,6,1,3,8,-1,-3
O=C1NN(c2ccc(F)cc2)C(=O)/C1=C\c1cnn(-c2ccccc2)c1,6,/,9,1,-6,-1,/,-4,/
CC(C)OC(=O)C1=C2SCC(=O)N2C(N)=C(C#N)C1,-3,-2,20,-3,-13,-2,-5,1,-3
CC1(C)C(=O)OC(/C=C\c2ccccc2)C(C)(C)C1=O (configuration not stated),4,1,0,1,-6,-1,4,-1,7
COC(=O)/C=C/c1ccsc1NC(C)=O,-2,1,3,-5,0,-1,3,-1,-1
CC(C)(CN=C1NS(=O)(=O)c2ccccc21)CNC(=O)CN1C(=O)c2ccccc2C1=O,-1,5,1,-5,3,-1,0,-11,1
CC1(C)Cc2c(ccc3ccccc23)/C(=C/C#N)N1,-3,-1,-1,4,2,-3,8,-5,12
Cc1ccc2c(c1)N(CC(=O)NC1CCCCCC1)C(=O)c1cccnc1O2,7,4,5,3,0,0,3,5,5
O=C(Oc1ccccc1)c1ccccc1OS(=O)(=O)c1ccccc1,4,9,9,3,-4,-4,-14,2,2
O=P(OC1CCCCC1)(OC1CCCCC1)C(O)c1ccc(Cl)cc1Cl (configuration not stated),9,1,4,0,-1,-2,24,-2,-5
Cc1oc2c(CN3CCCC3)c(O)ccc2c(=O)c1-c1ccccc1,10,6,7,1,7,0,6,-1,5
O=C1CCCCCN1CSc1nc2ccccc2s1,4,11,2,4,2,3,4,-3,6
COc1cccc(NC(=O)Nc2ccc3c(c2)nc(C)n3C)c1,1,-2,8,1,1,2,3,-3,-6
CCOc1ccc(/C=N/n2nnnc2N)cc1O,3,-1,6,-2,-1,-2,-2,-1,5
Cc1nc(S(=O)(=O)Cc2ccccc2)nc2c1CCC2,6,0,-6,3,2,-1,-5,2,4

# Next section:
SMILES,pPAFAH inh,PAFAH1B2 FP inh,GSTO1 counter,LYPLA2 inh,PME-1 primary,LYPLA1 inh,PAFAH2 inh,PAD4 FP inh,PAFAH1B3 inh
COc1ccc2nc(SCC(=O)NC3CCCCC3C)[nH]c2c1 (configuration not stated),7,-6,/,-1,1,1,-1,2,7
CS(=O)(=O)c1ccc(Cl)c(NC(=O)CSc2n[nH]c(N)n2)c1,-3,-2,5,-1,-5,1,-5,-2,4
CC(=O)c1nn(-c2cccc(Br)c2)cc1C(=O)c1ccc(C)cc1,4,-3,-7,2,2,-4,2,-2,2
O=C(O)c1nn(CCOc2ccc(Br)cc2)c(=O)c2ccccc12,1,27*,-14,1,5,-6,10,-6,1
Cc1nc(S(=O)(=O)NC2CCCCC2)c(C#N)c(C)c1Cl,0,0,-5,-2,4,-1,11,-2,0
CCCN(CC(=O)Nc1ccccc1OC)C(=O)CCNC(=O)c1ccccc1OC,1,-1,9,4,0,0,0,3,3
COc1ccc(-n2c(Cn3c(=O)sc4ccccc43)nnc2SCC(=O)N2CCCCC2)cc1,0,2,7,3,3,0,-5,-1,11
COC(=O)N(C)CCCC1(C)C(=O)N(C)c2ccc(O)cc21 (configuration not stated),2,6,1,-4,-2,-3,-8,-2,8
Cc1nc2sc(C(c3ccco3)N3CCC(Cc4ccccc4)CC3)c(O)n2n1 (configuration not stated),4,5,-2,6,2,-1,7,3,-12
Cc1ccc(S(=O)(=O)N2CCC(Oc3cccc(C(F)(F)F)c3)CC2)cc1,-2,0,0,-6,0,-1,12,-3,4
O=c1[nH]c(SCCOc2cccc3ccccc23)nc2ccccc12,3,2,1,-6,-8,-2,-1,-3,3
CC1CN(c2ccc(NC(=S)Nc3ccc(N4CC(C)OC(C)C4)cc3)cc2)CC(C)O1 (configuration not stated),7,0,12,5,2,1,1,20*,0
CCC(C)Sc1cccc(-c2nc3ccc(C)cn3c2NCc2ccccc2)c1 (configuration not stated),21,12,8,0,0,-3,16,1,2
CCc1cc(-c2n[nH]c(C)c2-c2nc3ccccc3n2C)c(O)cc1O,-1,/,0,-1,5,-1,/,-6,/
Cc1ccc(OCC(=O)N2CC(C)OC(C)C2)c([N+](=O)[O-])n1 (configuration not stated),5,1,-3,7,1,1,-1,-2,4
COc1ccc(/C=N/NC(=O)CC(=O)NCc2cccnc2)c(OC)c1,-3,5,2,3,1,-4,2,-2,0
CCn1c(=O)c2ccccc2n(CC(=O)NCCC2=CCCCC2)c1=O,1,3,1,-9,2,1,2,-5,4
O=[N+]([O-])c1ccc(COc2ccc(CNc3ccccc3)cc2)cc1,4,0,1,2,-6,-2,-4,3,2
COc1ccc(C(=O)N/N=C/c2ccc(OC)c(COc3ccc(F)cc3F)c2)cc1,-11,-18,-29,-68,-49,-34,-61,0,-29
COc1cccc(C(=O)N2CCN(c3ccc(N4CCOCC4)nn3)CC2)c1,2,-1,-4,10,-2,7,7,2,12
CC(Cc1ccc(O)c(O)c1)C(C)Cc1ccc(O)c(O)c1 (configuration not stated),70*,/,52*,-12,-13,-8,/,-4,/
CCC(=O)OCCNc1cc(Sc2nccn2C)c2nonc2c1[N+](=O)[O-],3,2,-9,3,0,1,-5,-2,3
Cc1cc(C)nc(NC2=NCC(=O)N2CCc2c[nH]c3ccccc23)n1,3,10,1,-6,-4,0,-3,1,5
Cc1ccc(C(=O)CSc2ncnc3sc4c(c23)CCCC4)cc1,1,1,3,1,1,-1,3,2,3
CCOC(=O)c1ccc(NC(=O)Cn2ncc(Cl)c(Cl)c2=O)cc1,7,-2,4,-13,-11,-13,9,-6,-12

# (cont.)
SMILES,pPAFAH inh,PAFAH1B2 FP inh,GSTO1 counter,LYPLA2 inh,PME-1 primary,LYPLA1 inh,PAFAH2 inh,PAD4 FP inh,PAFAH1B3 inh
CC12CN(C(=S)Nc3ccccc3)CC(C)(CN(C(=S)Nc3ccccc3)C1)C2=O,2,-2,-2,8,4,0,-11,4,8
O=C(c1cccs1)N1CCN=C1SCc1ccc(Cl)cc1,-2,7,-5,11,4,0,4,2,7
COc1ccc(-c2noc(C3CCCN(C(=O)c4ccccc4OC)C3)n2)cc1OC (configuration not stated),-5,3,-2,-10,7,-2,3,0,2
COc1cc(NC(=O)CCc2nnc3ccc(N4CCC5(CC4)OCCO5)nn23)cc(OC)c1,-3,-1,-6,-8,-3,4,-6,-6,0
Cc1cc(S(=O)(=O)/N=C(\N)c2ccc(C(N)=O)cc2)cc(C)c1F,1,4,4,-3,0,-3,-7,-2,7
CCOC(=O)N1CCN(C(=O)c2ccc3c(=O)n(-c4ccc(OC)cc4)c(=S)[nH]c3c2)CC1,5,1,0,8,-5,3,2,2,19
Cc1sc2ncn(CC(=O)N3CCOCC3)c(=O)c2c1-c1ccccc1,-3,1,4,0,4,2,-4,-6,-4
Cc1ccc(S(=O)(=O)N2CCN(C)CC2)cc1-c1nnc2c3ccccc3c(C)nn12,3,12,-5,0,-6,1,6,1,-4
CCOc1ccc(NC(=O)CSc2nnc(-c3ccccc3Cl)n2Cc2ccco2)cc1,7,1,-7,4,-1,-2,7,-1,4
C=CCn1c(SCC(=O)Nc2ccc(OC)cc2)nc2c([nH]c3ccccc32)c1=O,-5,-8,-3,-10,3,-3,-7,-7,3
CCOP(=O)(OCC)C(NC(=O)Nc1ccccc1)C(N)=O (configuration not stated),1,10,4,1,0,1,4,1,12
CN(C1CCCCC1)S(=O)(=O)c1ccc(-c2ccccn2)s1,4,/,4,-4,2,-5,/,-3,/
CN(C)S(=O)(=O)c1cccc(C(=O)Nc2ccc(N3CCOCC3)cc2)c1,-1,3,9,0,7,0,6,-10,8
Cc1ccccc1N1CC(C(=O)O)CC1=O (configuration not stated),1,2,7,3,-1,0,7,3,8
CN(c1ccc(C(=O)N2CCOCC2)cc1[N+](=O)[O-])C1CCCCC1,13,4,5,6,-1,4,0,1,1
COC(=O)c1ccc(COC(=O)c2cnccn2)cc1,0,1,6,7,-2,2,-3,-1,-8
O=C(COc1ccc2oc(-c3ccco3)cc(=O)c2c1)N1CCCCC1,-4,-3,-9,5,-2,2,8,-5,4
Cc1cc(OC(C)C(=O)NC(Cc2c[nH]c3ccc(O)cc23)C(=O)O)c2c(C)c(C)c(=O)oc2c1 (configuration not stated),2,9,0,-6,4,0,10,-4,-8
O=C(CSc1nc2ncc(Cl)cc2[nH]1)NC1CCS(=O)(=O)C1 (configuration not stated),3,0,10,13,-1,2,2,2,3
Brc1ccc(CSc2nnc(-c3cnccn3)n2Cc2ccco2)cc1,8,30*,0,-3,5,-2,-2,-3,1
CCOc1cc(C(=O)N2CCC(CC3CC(c4ccc(Cl)cc4)=NO3)(C(=O)NCC3CCCCC3)CC2)cc(OCC)c1OCC (configuration not stated),16,1,2,-8,-8,-7,-3,3,0
Cc1cc(C)c(-c2csc(Cc3nc(-c4cc5ccccc5oc4=O)cs3)n2)cc1C,-4,1,2,-4,-14,1,-16,6,0
CC(=O)Nc1ccc(C(=O)CN2C(=O)NC3(CCCCCC3)C2=O)c(F)c1,-3,9,/,/,/,/,0,0,12
COc1ccccc1CNC(=O)c1ccc(OC(F)F)c(OC)c1,1,3,-4,3,1,1,-2,-3,3
Cc1c(-c2nc(N)nc(Nc3ccccc3F)n2)oc2ccccc12,-6,-4,-18,-8,-11,-10,-8,-2,0
CC(OC(=O)CCCN=C1NS(=O)(=O)c2ccccc21)C(=O)Nc1ccccc1F (configuration not stated),-1,-2,-9,8,-4,2,2,-2,2
COc1ccc(CNC(=O)c2cc(=O)c3cc(C)ccc3o2)cc1,1,2,3,2,1,2,-2,-3,-3
COc1ccc(-c2noc(N3CCC(C(=O)NCc4ccc(Cl)cc4)CC3)n2)cc1,3,-2,20,7,3,3,-3,-2,3

# A portion of the library; the hit share may differ from the screen's.
